HT1080 IDH1KD tx – toxicity to HT-1080 IDH1 knockdown cells (counter line) | actives 2% (n = 360,000) | HT-1080 IDH1 knockdown viability, ATP luminescence, 48 h | Potency, µM (top dose mostly 46.1 µM), inactives show top-dose activity, negative = toxicity, most hits filed as cytotoxic | AID 686971;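 further: potency means the concentration at half of the fitted maximal effect; 0% = DMSO wells and -100% = cell-free medium wells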
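Assay cells: HT-1080 with IDH1 knockdown, 750 per well, RPMI/5% FBS. Exposure: 48 h at 37 °C following 2 h pre-incubation. Read: CellTiter-Glo luminescence; fitted concentration-response, curve class assigned.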
HT1080NT lethal – kills 2HG-producing HT-1080-NT fibrosarcoma cells. Potency, µM (highest dose often 46.1 µM), for inactives: at the top dose activity, negative = less viability, usual class: cytotoxic. HT-1080-NT fibrosarcoma viability, CellTiter-Glo ATP luminescence, 48 h. actives 1.6% (n = 360,000);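 further: NT is the 2HG producing partner of a matched IDH1 knockdown line; potency means the concentration at half of the fitted maximal effect; 0% = DMSO-treated cells and -100% = media-only wells without cells; nearly all actives have a fitted effect of over 55% in size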
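Viability by CellTiter-Glo luminescence after 48 h compound exposure at 37C of HT-1080-NT cells (750/well, RPMI, 5% FBS). % activity scaled between DMSO wells and medium-only wells, then curve-fitted and categorized by curve class.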
ATXN viability – reduces viability in counter-screen for ATXN expression inhibitors; S2 cells (HEK-293 line with an ATXN2-luciferase reporter) viability, CellTiter-Fluor protease fluorescence, 24 h; Potency, µM (series often up to 56.7 µM), actives largely listed as cytotoxic; actives 0.49% (n = 400,000); AID 651635; further: potency means the concentration at half of the fitted maximal effect; nearly all actives have a fitted effect of over 40% in size
MCF10A rereplic – DNA re-replication induction in MCF 10a cells. MCF 10A DNA re-replication, Hoechst nuclear intensity, 48 h. Potency, µM (series often up to 46.1 µM), for inactives: at the top dose activity, positive = re-replication, usual class: activators. actives 2.9% (n = 350,000); further: potency means the concentration at half of the fitted maximal effect; % of control where 0% means no effect; nearly all actives have a fitted effect of over 50% in size
ATXN2 expr inh – ATXN2 expression inhibition | HEK-293 ATXN2-luciferase reporter, luminescence, 24 h | Potency, µM (titrated, usually from 57 µM), for the others: at the highest dose activity change, negative = inhibition, hits mostly inhibitors | actives 0.72% (n = 360,000) | AID 1745845; further: potency means the concentration at half of the fitted maximal effect; on the % scale 0 is the no-effect control and ±100 the full control effect; nearly all actives have a fitted effect of over 55% in size
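qHTS (up to 57 uM final) was run with 24 h compound exposure of reporter cells at 37 °C. Each well was multiplexed: SteadyGlo luminescence measured ATXN2-luciferase expression after a fluorogenic Gly-Phe-AFC viability readout (25 uM final).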
SW480 rerep – inducers of DNA re-replication in SW480 colon cancer cells; SW480 DNA re-replication, Hoechst DNA content imaging, 48 h; actives 1.8% (n = 340,000); Potency, µM (top dose mostly 46.1 µM), for inactives: at the highest dose re-replication activation, hits mostly activators; further: potency means the concentration at half of the fitted maximal effect; % of control where 0% means no effect; nearly all actives have a fitted effect of over 55% in size
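Cells (250 per well) received 23 nL compound or DMSO by pin tool and were kept 48 hr at 37 C, 5% CO2. Nuclei were then stained with Hoechst for 40 min and scanned for DNA content.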
KB-3-1 cytotox – kills parental KB-3-1 adenocarcinoma cells | KB-3-1 viability, CellTiter-Glo ATP luminescence, 72 h | Potency, µM (doses to about 46.1 µM), for inactives: top-dose activity change, negative = cytotoxic, actives largely listed as cytotoxic | actives 1.4% (n = 400,000) | AID 1347075; further: potency means the concentration at half of the fitted maximal effect; on the % scale 0 is the no-effect control and ±100 the full control effect; nearly all actives have a fitted effect of over 60% in size
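Cells are dispensed, compounds pinned in, plates held at 37 °C for 72 h, then CellTiter-Glo is added and luminescence read after 10 minutes. Cell line: parental KB-3-1 in phenol-red-free DMEM, 10% FBS.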
IL1B secr inh – blocks inflammasome-driven IL-1 beta release; THP-1 LPS/ATP IL-1B secretion, AlphaLISA, 16 h; hits give low values; activity change, % at 57.5 µM; actives 4.7% (n = 360,000); AID 743279; in the data active means activity change below about -50%; inconclusive means mostly about -30% to -49%; further: on the % scale 0 is the no-effect control and ±100 the full control effect
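THP-1 cells pretreated 1 hr with compounds (up to 57.5 uM final), then stimulated with LPS (250 ng/mL final) plus ATP (1.25 mM final); secreted IL-1B measured by AlphaLISA after 16 hr, decreased signal indicating inhibition.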
KB-V1 MDR tox – kills drug-selected multidrug resistant KB-V1 cells. KB-V1 MDR cells viability, CellTiter-Glo, 72 h. actives 3.4% (n = 400,000). AID 1347076. Potency, µM (top dose mostly 46.1 µM), inactives show at the top dose activity change, negative = cytotoxicity, usual class: cytotoxic; further: potency means the concentration at half of the fitted maximal effect; on the % scale 0 is the no-effect control and ±100 the full control effect; nearly all actives have a fitted effect of over 60% in size
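Drug-selected KB-V1 cells, grown in DMEM lacking phenol red with 10% FBS, receive compound titrations; after three days at 37 degrees C, surviving cell ATP is quantified by CellTiter-Glo luminescence and responses normalized and curve-fitted.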
Numbers without * were called inactive; i = inactive; ? = inconclusive; nt = not tested or not shown; [ ] = remark or other dose. Unless noted, the call rests on the fitted dose curve; in most records, active means well fitted curve in the direction sought with a large enough effect; inconclusive means small, poorly fitted or top-dose-only effect, or another doubt; inactive means no such curve, though single readings can be large; an effect the other way counts as inactive or inconclusive. An unsorted share of the library (roughly 11% active in at least one column).

SMILES	HT1080 IDH1KD tx	HT1080NT lethal	ATXN viability	MCF10A rereplic	ATXN2 expr inh	SW480 rerep	KB-3-1 cytotox	IL1B secr inh	KB-V1 MDR tox
CCOc1ccc(CC(=O)NNC(=S)NC)cc1Br	-7.4%	3.5%	i	3.5%	-28.3%	-5.6%	13.2%	18.1	3.9%
COc1cc(C=O)ccc1OCCSc1ccc(Cl)cc1	-18.1%	6.0%	i	-0.1%	35.3%[activator]	-0.9%	-6.6%	-1.8	-29.7%
CCc1ccc(CNc2nc3nc(C)c(Cc4ccccc4)c(=O)n3[nH]2)cc1	nt	nt	i	nt	1.8%	nt	1.1%	nt	15.6%
O=C(CCC(=O)c1cccs1)NC(c1ccccc1)c1ccccc1	6.8%	8.7%	i	1.1%	3.7%	1.7%	-28.1%	-4.4	-20.7%
CCOC(=O)N1CCN(C(=O)CSc2ccc3nnc(-c4ccccn4)n3n2)CC1	4.0%	2.1%	i	0.0%	9.5%	-5.7%	28.9%	21.3	7.8%
COc1ccc(-c2nc3cc(C)c(Br)c(C)n3c2Cc2ccsc2)cc1OC	-7.4%	-8.3%	i	nt	-2.5%	nt	-0.7%	4.5	-23.0%
Cn1c(=O)n(Cc2ccccc2)c(=O)c2c1nc1n2CCCN1Cc1ccccc1	13.8%	8.3%	i	2.6%	3.7%	-6.3%	-4.7%	0.0	-12.9%
COc1cccc(CNc2ccc(S(N)(=O)=O)cc2)c1OCc1ccccc1F	-22.3%	-8.5%	i	16.8%	-18.6%	5.1%	?	0.0	20.6µM*
O=C1C2C3CCC(C3NCc3ccccc3)C2C(=O)N1Cc1ccccc1 (stereo unspecified)	1.4%	7.9%	i	12.0%	-15.3%	1.9%	10.1%	-21.2	0.0%
O=C(CCSc1nc(-c2ccccc2)c(-c2ccccc2)o1)N1CCCCC1	-10.7%	-14.6%	i	nt	nt	nt	?	-2.7	?
O=C(CSc1ncccn1)Nc1ccccc1	-4.8%	-7.2%	i	0.2%	30.9%	-8.1%	-9.3%	10.6	11.9%
CCCC(=O)NC(c1ccc(OC)c(OC)c1)c1c(O)ccc2ccccc12 (stereo unspecified)	-13.2%	10.5%	i	-6.5%	9.8%	-0.4%	-2.1%	-12.3	?
N#CC1=C(SCC(=O)Nc2cccc3cccnc23)NC(=O)C(C#N)C12CCCCC2 (stereo unspecified)	3.2%	6.0%	i	?	-0.3%	-3.8%	-17.5%	36.2	14.4%
COc1ccccc1NC(=O)Nc1sccc1-c1nc2ccccc2s1	-0.4%	-10.4%	i	17.4%	nt	?	-0.1%	0.0	-3.0%
Cn1cc(-c2ccccc2)cc(C#N)c1=O	14.1%	8.1%	i	-26.0%	12.5%	-0.4%	-1.0%	4.5	15.7%
CCN(CC)CCCNC(=O)CSc1nc(-c2cccs2)cc(C(F)(F)F)n1	-3.5%	-18.5%	i	-3.0%	-20.7%	-11.0%	19.3%	-5.7	-17.1%
Cc1ccccc1OCC(=O)N/N=C/c1cn(C)c2ccccc12	-0.2%	-0.4%	?	-0.9%	-9.6%	0.2%	11.7%	13.5	1.6%
CC(=O)Nc1ccc(SC(C)C(=O)NC2CCCC2)cc1 (stereo unspecified)	10.0%	4.7%	i	5.6%	-17.1%	-1.2%	6.1%	9.8	-11.4%
NCc1csc(NC(=O)Nc2cccc(Cl)c2)n1	-3.4%	-2.7%	?	nt	10.1%	nt	0.0%	0.0	2.0%
CCCCn1ccnc1C(=O)c1ccc(S(=O)(=O)N(CCOC)CCOC)cc1	1.0%	4.5%	i	-3.9%	-1.2%	1.0%	1.1%	-15.7	?

Molecules shown so far with a Cl atom, in the order listed:
SMILES	HT1080 IDH1KD tx	HT1080NT lethal	ATXN viability	MCF10A rereplic	ATXN2 expr inh	SW480 rerep	KB-3-1 cytotox	IL1B secr inh	KB-V1 MDR tox
COc1cc(C=O)ccc1OCCSc1ccc(Cl)cc1	-18.1%	6.0%	i	-0.1%	35.3%[activator]	-0.9%	-6.6%	-1.8	-29.7%
NCc1csc(NC(=O)Nc2cccc(Cl)c2)n1	-3.4%	-2.7%	?	nt	10.1%	nt	0.0%	0.0	2.0%

(more compounds)
SMILES	HT1080 IDH1KD tx	HT1080NT lethal	ATXN viability	MCF10A rereplic	ATXN2 expr inh	SW480 rerep	KB-3-1 cytotox	IL1B secr inh	KB-V1 MDR tox
CC(=O)Nc1ccc(S(=O)(=O)N=S(C)C)cc1	-1.2%	0.3%	i	-2.9%	-7.4%	3.1%	2.4%	3.5	12.6%
O=c1cc(CN2CCN(S(=O)(=O)c3ccccc3)CC2)nc2sc(-c3ccccc3Cl)nn12	nt	nt	i	nt	6.5%	nt	11.0%	nt	-12.9%
O=C(NCN1CCN(c2ccccc2F)CC1)c1ccccc1	2.2%	-0.3%	nt	0.4%	nt	-7.3%	9.4%	-14.3	11.5%
Cc1ccc(S(=O)(=O)N(Cc2ccc(Cl)cc2)c2ccccc2C(=O)NCc2cccnc2)cc1	?	?	?	?	-37.8%	?	?	?	?
Cc1cccc(NC(=O)CSc2nc3ccccc3nc2N2CCCCC2)c1	-26.1%	-19.7%	i	?	6.6%	27.6%	?	-4.4	?
CC(NC(=O)CN(c1cccc(C(F)(F)F)c1)S(=O)(=O)c1ccc(Cl)c([N+](=O)[O-])c1)c1ccccc1 (stereo unspecified)	18.4µM*	23.1µM*	?	?	?	?	?	-90.5*	?
Cc1ccc(-n2c(=S)[nH]c3[nH]ncc3c2=O)cc1	6.0%	-4.4%	i	-0.2%	nt	-45.6%	2.2%	8.4	7.4%
Cc1nn(C)c(C)c1NS(=O)(=O)c1ccc(Cl)s1	0.0%	-10.1%	?	?	nt	-0.2%	-3.5%	5.3	4.6%
CCN(CC)c1nc2cc(OC)ccc2cc1C#N	-5.2%	4.0%	?	2.1%	nt	12.6%	-6.8%	0.8	-3.7%
COc1ccc(CNC(=O)C2CCN(S(=O)(=O)c3cccc4nonc34)CC2)cc1OC	nt	nt	i	nt	7.9%	nt	-0.4%	nt	28.9%
COc1ccc(Cl)cc1-n1c(=S)sc2c(=O)[nH]c(SCC(=O)C(C)(C)C)nc21	9.8%	3.7%	?	26.0%	nt	1.9%	-14.9%	27.6	-1.6%
O=C(CSc1nnc(NC(=O)c2ccco2)s1)Nc1ccccc1Cl	-7.1%	1.6%	i	4.4%	-5.2%	-5.8%	4.3%	20.1	2.7%
CCOC(=O)c1c[nH]c2ccc3ccccc3c2c1=O	1.0%	0.0%	nt	3.7%	nt	-6.1%	0.0%	-4.0	-9.6%
COc1ccccc1CNC(=O)CCCc1nnc2n(C)c(=O)c3sccc3n12	0.0%	-0.4%	i	-1.8%	nt	-10.9%	-3.6%	-20.9	-9.1%
CCc1nc2ccccc2c(=O)n1NCCc1ccccc1	16.6%	25.9%	i	?	-1.7%	-0.2%	3.5%	-2.7	-4.2%
CCOc1[nH]n(-c2ccccc2)c(=O)c1C=Nc1ccc(C(=O)OC)cc1	-5.4%	1.2%	i	-1.2%	nt	-7.8%	2.2%	4.9	0.1%
CC1CC(C)(C)Nc2ccc(N=O)cc21 (stereo unspecified)	18.4µM*	14.6µM*	?	23.1µM*	nt	2.31µM*	-4.1%	-105.3*	-17.5%
COc1ccc(NC(=O)C2=C(C)Nc3nc(SCc4ccccc4C)nn3C2c2cc(OC)c(O)c(OC)c2)cc1 (stereo unspecified)	nt	nt	i	nt	15.6%	nt	19.0%	nt	-1.1%
Cc1cccc(NC2=NC(C)(C)N=C(N)N2)c1	0.164µM*	0.326µM*	i	-2.9%	-10.5%[11.3 µM]	1.2%	1.64µM*	41.5	1.2%
COc1ccc(CCNC(=S)Nc2cc(C)cc(C)c2)cc1	2.0%	-7.3%	i	-6.4%	-2.3%	2.0%	-15.0%	-10.2	18.4µM*
O=C(CN1C(=O)CSc2ccc(S(=O)(=O)N3CCOCC3)cc21)NCc1cccnc1	-11.0%	-0.5%	i	-3.1%	4.7%	-18.8%	-6.8%	-19.8	-15.7%
Cc1cccc(NC(=O)Cn2c(C)c(C#N)c3ccccc32)c1C	-6.9%	0.1%	i	-25.6%	-0.1%	7.6%[9.22 µM]	3.7%	9.2	2.2%
O=C1C=C(c2cccc3c2oc2ccccc23)CCC1	-2.0%	-0.5%	i	88.0%	9.5%	4.8%	-0.6%	1.6	-18.6%
NS(=O)(=O)c1ccc(Nc2ccc([N+](=O)[O-])c3nonc23)cc1	-5.1%	-0.3%	?	-4.2%	nt	-4.8%	-5.6%	35.7	3.8%
O=C1/C(=C/c2ccc3c(c2)OCO3)Oc2cc(OCC(=O)N3CCC[C@H]3C(=O)O)ccc21	5.0%	7.4%	i	0.9%	6.2%	-24.4%	0.0%	8.5	?
O=C(Nc1nc2c(s1)CN(Cc1ccccc1)CC2)c1cccc(S(=O)(=O)N2CCc3ccccc32)c1	-21.7%	-0.8%	i	10.3µM*	-4.6%	16.4µM*	?	4.9	6.51µM*
CCSc1ccc([C@@H]2[C@@H]3C(=O)N(CC)C(=O)[C@@H]3[C@]3(C(=O)OC)CCCCN23)cc1OC	1.2%	-3.2%	i	?	-4.0%	10.2%	-10.0%	-17.2	-2.8%
CN(Cc1ccccc1)C(=O)[C@H]1CCC(=O)N1Cc1ccco1	-8.0%	-3.3%	i	-3.6%	4.8%	1.5%	-1.1%	5.0	5.8%
COC(=O)c1ccccc1NC(=O)CCc1c(C)nc2c(c(C)nn2-c2ccccc2)c1C	nt	nt	i	nt	-1.7%	nt	-1.7%	nt	-21.8%

Source: PubChem BioAssay
